# NadD inh: blocks S. aureus nicotinate mononucleotide adenylyltransferase. purified NadD enzyme, colorimetric absorbance read-out. inhibition, % at 20 µM. actives 0.78% (n = 360,000); in the data active = inhibition above about 26%; also: some compounds past the cut are filed as inactive
# LMPTP block: LMPTP (human) inhibition. P24666. recombinant LMPTP-A, OMFP fluorogenic substrate, fluorescence intensity. inhibition, % at 20 µM. actives 0.22% (n = 360,000);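 active = compounds that cut the enzyme signal by at least half of the control window in the single-dose screen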;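 also: plate controls were DMSO wells with enzyme plus substrate for no effect and substrate without enzyme for full effect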
# Target sequence (P24666 whole entry, looked up): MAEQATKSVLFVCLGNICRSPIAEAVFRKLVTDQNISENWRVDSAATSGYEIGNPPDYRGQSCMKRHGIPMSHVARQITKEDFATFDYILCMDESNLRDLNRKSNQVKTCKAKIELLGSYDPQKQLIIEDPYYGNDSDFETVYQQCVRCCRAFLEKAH
#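 Assay system: LMPTP-A, protein tyrosine phosphatase of low molecular weight / Medium: pH 6.0 Bis-Tris buffer with DTT and Triton X-100 / Schedule: 50 min enzyme reaction at room temperature, protected from light / Measured by: endpoint fluorescence intensity from OMFP dephosphorylation / Read-out basis: % inhibition relative to no-enzyme and uninhibited control wells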
# STEP inh: STEP (human) phosphatase inhibition | P54829 | recombinant STEP, OMFP fluorogenic substrate, fluorescence | inhibition, % at 20 µM | actives 0.25% (n = 360,000) | AID 588621;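 active = inhibition at 20 µM, scaled per plate between control wells, above about 37%, limit read from the data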;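 also: 0% = DMSO with enzyme and substrate and 100% = substrate only without enzyme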
#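 Assay system: isolated STEP enzyme. Buffer or medium: pH 6.0 Bis-Tris with DTT and Tween 20. Also added: fluorogenic phosphatase substrate OMFP at 25 µM final. Dosing: 20 µM, 1% DMSO. Timing: 20 min reaction, room temperature, in the dark. Measured by: fluorescence intensity, excitation 480 nm, emission 540 nm. Evaluation: normalized % inhibition.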
# Neddylation inh: inhibitors of human cullin neddylation; calls only at 25 µM; actives 0.58% (n = 360,000); AID 651699; P61081+Q13564; TR-FRET cullin neddylation, biochemical; in the data active = inhibition above about 36%
# DNMT1 block: inhibitors of human DNMT1. DNMT1 molecular beacon, Hinp1I cleavage, fluorescence. inhibition (reported as % activation of signal), % at 10 µM. actives 0.83% (n = 360,000). AID 588458; in the data active = inhibition above about 50%
# CSN deneddyl inh: blocks human CSN-mediated cullin deneddylation; Q92905; inhibition, % at 12.5 µM; Purified CSN, SCF-Nedd8-OG deneddylation, fluorescence polarization; actives 0.38% (n = 360,000);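 active = pattern-corrected inhibition above about 35%, with an unprinted fluorescence ratio check between 0.5 and 1.5, limit read from the data, passing the limit was not always enough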;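 also: 0% = enzyme with substrate and 100% = substrate without enzyme; some results filed as inactive read as strong as hits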
# Target sequence (Q92905 whole entry, looked up, one chain of several): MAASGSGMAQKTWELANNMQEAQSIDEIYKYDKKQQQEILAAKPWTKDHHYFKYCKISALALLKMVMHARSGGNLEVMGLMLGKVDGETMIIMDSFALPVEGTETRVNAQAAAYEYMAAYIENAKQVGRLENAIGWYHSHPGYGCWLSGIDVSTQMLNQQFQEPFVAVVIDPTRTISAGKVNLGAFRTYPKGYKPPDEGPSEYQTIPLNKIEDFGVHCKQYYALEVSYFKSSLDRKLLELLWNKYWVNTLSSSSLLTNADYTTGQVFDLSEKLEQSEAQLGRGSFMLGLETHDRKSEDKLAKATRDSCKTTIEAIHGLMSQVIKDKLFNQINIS
#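 Assay system: purified human Csn5 enzyme expressed in HEK293T cells; Input: 0.24 nM Csn5 enzyme, final concentration; Reagent: 10 nM SCFSkp2-Nedd8OG; Compound dosing: 12.5 µM single point; Times: reaction 90 min, room temperature; Technique: fluorescence polarization readout.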
# Scp-1 inhibitor: Scp-1 (human) phosphatase inhibition; Recombinant Scp1, phosphopeptide, malachite green phosphate absorbance; inhibition, % at 20 µM; actives 0.88% (n = 340,000);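 active = inhibition above about 50% at 20 µM, limit read from the data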;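 also: plate controls were DMSO wells with enzyme for no effect and wells lacking enzyme for full effect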
#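 Material – SCP-1 phosphatase catalytic domain, residues 76-261 · Buffer or medium – Acidic Tris acetate buffer with magnesium and detergent · Also added – Phospho 17-mer peptide substrate · Compound – single 20 µM dose, 1% DMSO · Times – 45 min room-temperature reaction, 5 min colour, 30 min stabiliser · Technique – Phosphate-binding colour reagent, absorbance read at 630 nm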
# SUMO1-SIM PPI: alters human SUMO1 binding to SIM partners; P63165; SUMO1 binding to a labelled peptide, TR-FRET, 1 h; inhibition, % at 20 µM; actives 0.33% (n = 360,000); in the data active = inhibition above about 37%
# Target sequence (P63165 whole entry, looked up): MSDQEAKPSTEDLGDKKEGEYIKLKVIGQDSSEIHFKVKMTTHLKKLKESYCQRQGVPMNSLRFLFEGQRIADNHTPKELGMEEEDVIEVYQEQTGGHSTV
# Rin1-Abl PPI inh: blocks binding of human Rin1 to Abl; P00519+Q13671; TR-FRET Rin1/Abl binding, biochemical; inhibition, % at 7.35 µM; actives 0.4% (n = 360,000); in the data active = inhibition above about 5%, passing the limit was not always enough
# Rpn11 block: inhibitors of human proteasome Rpn11; calls only at 20 µM; actives 0.59% (n = 360,000); AID 588493; human 26S proteasome, Ub4-pepOG fluorescence polarization; 20S core pre-blocked with epoxomicin; O00487;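 active = inhibition at 20 µM, scaled to each plate's controls, above about 33%, limit read from the data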
# Target sequence (O00487 whole entry, looked up): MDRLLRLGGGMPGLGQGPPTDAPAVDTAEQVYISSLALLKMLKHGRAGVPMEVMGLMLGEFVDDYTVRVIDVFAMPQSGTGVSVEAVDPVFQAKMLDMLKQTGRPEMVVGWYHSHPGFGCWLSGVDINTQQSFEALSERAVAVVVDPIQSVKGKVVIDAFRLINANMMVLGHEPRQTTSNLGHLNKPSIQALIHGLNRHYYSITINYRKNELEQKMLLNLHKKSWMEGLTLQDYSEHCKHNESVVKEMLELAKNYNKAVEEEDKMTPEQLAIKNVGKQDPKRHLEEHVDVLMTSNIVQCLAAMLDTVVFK
# Starred values were filed as active, the others as inactive; i = inactive; nt = not tested or not shown.
(1) O=C(COC(=O)c1ccncc1)Nc1ccc2c(c1)OCO2
(2) Nc1c(Cl)cc(Cl)cc1C(=O)OCC(=O)N1CCCC1
(3) O=C(O)C1CCCCC1C(=O)Nc1ccc(Cl)cc1Cl (stereo not given)
(4) COC(=O)/C(=C\C(=O)c1ccccc1)Nc1ccc(OC)cc1
(5) N/C(=N\NS(=O)(=O)c1ccccc1)c1ccccn1
(6) O=c1[nH]c2ccccc2[n+]([O-])c1-c1ccccc1
(7) CCOC(=O)CC1COCCN1Cc1cn(C)nc1-c1ccccc1F (stereo not given)
(8) NC(=O)C1CCN(c2nnnn2-c2ccccc2)CC1
(9) COc1cccc(OC)c1OC(=O)/C=C/c1ccc(C)o1
(10) Cc1nc2ccccc2n1C1CCN(C(=O)Nc2ccccc2)CC1
Compound | 1 | 2 | 3 | 4 | 5 | 6 | 7 | 8 | 9 | 10
NadD inh | 4 | 8 | -2 | -6 | -1 | -6 | 0 | -9 | -6 | 2
LMPTP block | 1.6 | -0.8 | -0.9 | 1.8 | -0.2 | 0.0 | -0.9 | -0.9 | -0.9 | 2.3
STEP inh | -3 | -2 | 1 | 1 | -4 | 2 | -2 | -2 | -2 | 1
Neddylation inh | i | nt | i | i | i | i | i | i | i | i
DNMT1 block | -6 | 2 | 6 | -2 | -1 | 1 | 3 | 2 | -3 | 5
CSN deneddyl inh | 10 | -5 | -3 | 3 | -6 | 4 | 5 | 2 | -5 | 9
Scp-1 inhibitor | -12 | -4 | -3 | -14 | 4 | -8 | 4 | -2 | -8 | 1
SUMO1-SIM PPI | 5 | -1 | -1 | -19 | 1 | -22 | -1 | 2 | 5 | -2
Rin1-Abl PPI inh | 4 | -2 | 2 | -5 | 0 | 1 | 3 | -2 | 1 | 2
Rpn11 block | i | i | i | i | i | i | i | i | i | i

# Arranged by length of the SMILES (low to high): some entries from above.
(3) O=C(O)C1CCCCC1C(=O)Nc1ccc(Cl)cc1Cl (stereo not given)
(2) Nc1c(Cl)cc(Cl)cc1C(=O)OCC(=O)N1CCCC1
(7) CCOC(=O)CC1COCCN1Cc1cn(C)nc1-c1ccccc1F (stereo not given)
Compound | 3 | 2 | 7
NadD inh | -2 | 8 | 0
LMPTP block | -0.9 | -0.8 | -0.9
STEP inh | 1 | -2 | -2
Neddylation inh | i | nt | i
DNMT1 block | 6 | 2 | 3
CSN deneddyl inh | -3 | -5 | 5
Scp-1 inhibitor | -3 | -4 | 4
SUMO1-SIM PPI | -1 | -1 | -1
Rin1-Abl PPI inh | 2 | -2 | 3
Rpn11 block | i | i | i

# Remaining list, next part.
(11) N#Cc1ccccc1OCC(=O)N1CCN(C(=O)c2ccco2)CC1
(12) COc1ccc(CC(=O)Nc2ccccc2C(=O)N2CCCC2)cc1
(13) CCN(CC)S(=O)(=O)c1ccc(N2CCCCC2)c(NC(=O)C2=COCCO2)c1
(14) CC(=O)Nc1ccc(CN2CCN(Cc3ccc(F)c(F)c3)C(CCO)C2)cc1 (stereo not given)
(15) CCOC(=O)C1C(C(=O)OCC)C2C(=O)C3C(C(=O)OCC)C(C(=O)OCC)C3C(=O)C12 (stereo not given)
(16) COc1cc2c(cc1OC)CN(C(=O)NS(=O)(=O)c1ccc(C)cc1)CC2
(17) Nc1nc(-c2cc(Cl)cc(Cl)c2OC(F)F)cs1
(18) NC(=O)c1ccccc1OCC(=O)NS(=O)(=O)c1ccc(Cl)cc1
(19) CCCCNC(=O)c1nc(-c2cc3ccccc3[nH]2)oc1-c1cccc(C(F)(F)F)c1
(20) CCCCn1c(-c2csc(C(C)C)c2)n[nH]c1=S
Compound | 11 | 12 | 13 | 14 | 15 | 16 | 17 | 18 | 19 | 20
NadD inh | -7 | 2 | -2 | 9 | -1 | -2 | 7 | -1 | nt | 7
LMPTP block | -0.7 | -0.9 | 2.1 | -0.9 | -1.3 | 0.1 | 1.6 | -0.4 | 2.3 | 0.0
STEP inh | 1 | -2 | 3 | 0 | 2 | 0 | -5 | -2 | nt | -1
Neddylation inh | i | i | i | i | i | nt | i | i | i | i
DNMT1 block | 1 | -1 | -2 | -4 | 3 | -1 | 4 | 0 | nt | 8
CSN deneddyl inh | 8 | -1 | 1 | -4 | -4 | -2 | 8 | 3 | 1 | -12
Scp-1 inhibitor | -9 | 1 | 4 | 4 | nt | -4 | -1 | -6 | nt | 4
SUMO1-SIM PPI | 3 | 3 | 3 | 1 | -2 | -3 | -1 | 4 | 0 | 0
Rin1-Abl PPI inh | -1 | 6 | -2 | 5 | -3 | -1 | -3 | -2 | nt | 1
Rpn11 block | i | i | i | i | i | i | i | i | nt | i

(21) COc1ncnc2sc3c(c12)CCCC3
(22) COCCN(C(=O)Cc1csc(-c2cccc(Cl)c2)n1)c1c(N)n(Cc2ccccc2)c(=O)[nH]c1=O
(23) COc1cc(C(=O)NCCOC(=O)c2cccc(N(C)C)c2)cc(OC)c1OC
(24) CC1CCCCC1NC(=O)C1CCN(S(=O)(=O)c2cccc3nsnc23)CC1 (stereo not given)
(25) CN(C)c1cccc(C(=O)NCc2ccccc2Cl)c1
(26) O=C(Oc1cccc2c(O)cccc12)c1ccccc1
(27) COc1ccc(Cl)cc1NC(=O)CN(C)CC(=O)Nc1ccccc1-c1ccccc1
(28) O=C(c1ccncc1)N1N=C2CCCCCC2C1(O)C(F)(F)F (stereo not given)
(29) CCOc1ccccc1C(=O)OC(C)C(=O)Nc1ccc(S(=O)(=O)N2CCCC2)cc1 (stereo not given)
(30) O=C(O)CSc1nnc2n(-c3ccccc3)c(=O)c3ccccc3n12
Compound | 21 | 22 | 23 | 24 | 25 | 26 | 27 | 28 | 29 | 30
NadD inh | -3 | 7 | -5 | 2 | -2 | 0 | 3 | -4 | -6 | 0
LMPTP block | -0.1 | -0.9 | 2.6 | 0.2 | -1.9 | 2.2 | 0.5 | -0.8 | 0.3 | -2.1
STEP inh | -2 | 0 | -1 | 0 | 1 | 4 | -2 | -2 | 1 | 1
Neddylation inh | i | i | i | i | i | i | i | i | i | i
DNMT1 block | -1 | -2 | 0 | 2 | 0 | -25 | 0 | -2 | -6 | 0
CSN deneddyl inh | 1 | -3 | 2 | 5 | 7 | -2 | 1 | 0 | 2 | 2
Scp-1 inhibitor | 9 | 2 | -7 | -1 | 8 | -14 | 2 | 1 | -8 | 2
SUMO1-SIM PPI | 3 | -5 | 5 | -12 | 2 | -6 | 0 | -2 | 18 | 3
Rin1-Abl PPI inh | -1 | -4 | 0 | 0 | 0 | -1 | -2 | 1 | 3 | 2
Rpn11 block | i | i | i | i | i | i | i | i | i | i

# Molecules listed so far that have a CF3 group, in the order listed:
(19) CCCCNC(=O)c1nc(-c2cc3ccccc3[nH]2)oc1-c1cccc(C(F)(F)F)c1
(28) O=C(c1ccncc1)N1N=C2CCCCCC2C1(O)C(F)(F)F (stereo not given)
Compound | 19 | 28
NadD inh | nt | -4
LMPTP block | 2.3 | -0.8
STEP inh | nt | -2
Neddylation inh | i | i
DNMT1 block | nt | -2
CSN deneddyl inh | 1 | 0
Scp-1 inhibitor | nt | 1
SUMO1-SIM PPI | 0 | -2
Rin1-Abl PPI inh | nt | 1
Rpn11 block | nt | i

# Going on with the list:
(31) CC(C)CNC(=O)CCc1c[nH]c2ccccc12
(32) Cc1cnccc1CN(C)Cc1cn(C)nc1-c1cccc(Cl)c1
(33) COc1ccc(N2CCN(S(=O)(=O)CCNC(=O)CCCc3ccccc3)CC2)cc1
(34) O=C(NC(=S)NC1CCCc2ccccc21)c1ccco1 (stereo not given)
(35) O=C(/C=C/c1ccc(OCCCF)cc1)NCc1ccc(Cl)cc1
(36) CC(O)C1CCC2C3CC[C@H]4CC(O)CCC4(C)C3CC3(OCCO3)C12C (stereo not given in full)
(37) O=C(NC1CCCCC1)C1CN(S(=O)(=O)c2ccccc2)CCN1S(=O)(=O)c1ccccc1 (stereo not given)
(38) COc1ccc2oc(C(=O)OCC(=O)NC3(C#N)CCCC3)c(C)c2c1
(39) O=c1cc(NS(=O)(=O)c2ccccc2)nc(SCc2ccccc2Cl)[nH]1
(40) N#Cc1ccccc1S(=O)(=O)N1CCN(C(=O)CCC2CCCC2)CC1
Compound | 31 | 32 | 33 | 34 | 35 | 36 | 37 | 38 | 39 | 40
NadD inh | -2 | -1 | -2 | -2 | 0 | -2 | -6 | -7 | 1 | -2
LMPTP block | -2.3 | -0.4 | -0.7 | 1.5 | 2.7 | -0.6 | -0.1 | 0.0 | -1.7 | -1.6
STEP inh | 7 | 2 | -4 | 1 | -1 | -4 | -2 | 0 | -2 | -4
Neddylation inh | i | i | i | i | i | i | i | nt | i | i
DNMT1 block | -2 | -2 | -2 | -5 | 21 | 1 | -2 | 1 | -1 | -1
CSN deneddyl inh | 1 | -8 | 1 | 4 | 0 | 2 | -3 | -1 | -19 | -2
Scp-1 inhibitor | 0 | -4 | -3 | -8 | -11 | -6 | -12 | -8 | 1 | -5
SUMO1-SIM PPI | -2 | -8 | 2 | -3 | -3 | 0 | -1 | 1 | 2 | 1
Rin1-Abl PPI inh | 0 | 0 | 0 | 3 | -2 | 4 | -4 | 0 | 1 | 0
Rpn11 block | i | i | i | i | i | i | i | i | i | i

(41) Cc1ccc(Cl)c2c1NC(=O)C2(O)CC(=O)c1ccc(Br)cc1 (stereo not given)
(42) Clc1ccc(OCCN2CCN(c3ncnc4sccc34)CC2)cc1
(43) COc1ccc(C(CNC(=O)C(=O)NC2CCCC2)N2CCN(C)CC2)cc1 (stereo not given)
(44) Cc1cc(C)n2nc(CC(=O)NC3CCCC(C)C3C)nc2n1 (stereo not given)
(45) CCC(=O)N1CCc2cc(S(=O)(=O)N3CCCCC3CC)ccc21 (stereo not given)
(46) COC(=O)CSc1nc(C)c(C(C)=O)cc1C#N
(47) Cc1ccc(NC(=O)Cn2ccsc2=N)cc1S(=O)(=O)N(C)C
(48) c1ccc(C2(Cn3ccc4ccccc43)OCCO2)cc1
Compound | 41 | 42 | 43 | 44 | 45 | 46 | 47 | 48
NadD inh | 2 | -7 | -8 | 2 | -6 | -1 | -8 | -5
LMPTP block | 0.6 | 1.2 | 0.9 | -1.8 | -0.2 | 0.5 | 0.6 | 2.6
STEP inh | -3 | 3 | -1 | -1 | 0 | 0 | -3 | -1
Neddylation inh | i | i | i | i | i | i | i | i
DNMT1 block | -3 | -3 | 0 | 0 | 2 | 0 | -5 | 7
CSN deneddyl inh | -1 | -1 | -1 | 4 | 3 | -1 | 4 | 0
Scp-1 inhibitor | 0 | -2 | -7 | 7 | -5 | 0 | 1 | -17
SUMO1-SIM PPI | -3 | -4 | -4 | -3 | 10 | -1 | 5 | -1
Rin1-Abl PPI inh | -3 | -4 | -2 | -1 | -3 | -4 | -1 | 3
Rpn11 block | i | i | i | i | i | i | i | i

# Screen by screen, quoted from above.
# Nos. 41–48 in CSN deneddyl inh, in turn: -1, -1, -1, 4, 3, -1, 4, 0

# Source: PubChem BioAssay (several laboratories)
